Source: PubChem BioAssay
Diaph act CS = compounds boosting diaphorase resazurin reduction – biochemical, uHTS, resorufin fluorescence, counter-screen for diaphorase-coupled primary assays, primary screen; 190,000 compounds, 0.005% hits; Diaphorase/resazurin coupled assay, 16 min; active compounds read high; 1 = vehicle wells, 0 = NADH-free wells; activation factor at 20 µM;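 active means diaphorase activity raised at least twofold by the compound at 20 µM; inactive means activation factor below 2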
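Assay system: Purified diaphorase enzyme from Clostridium kluyveri | Amount: Enzyme 0.07 U/mL final | Dosing: Compound 20 µM once, DMSO 1% | Timing: 16 min reaction at room temperature | Detection: Fluorescence, excitation 544 nm and emission 590 nm | Evaluation: Higher resorufin formation from activation or reduction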
FLuc stim CS = FLuc activators, initial screening, artefact control for FLuc-dependent activation tests, biochemical, ATPlite luminescence. activation factor at 10 µM. Luciferin 4-monooxygenase (Photinus pyralis), P08659. ATPlite luciferase biochemical, 10 min; 0 = ATP-free wells, 1 = DMSO control. 200,000 tested, under 10 active. AID 1027, 2008;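 active means luciferase activation factor, scaled between plate controls, of at least 2 with compound at 10 µM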
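Material: luciferase plus luciferin reagent, cell-free. Medium: PBS buffer for ATP. Also added: ATP substrate, dispensed from a 10.24 µM working solution in PBS. Doses: test compounds dosed from 2 mM stocks in 100% DMSO. Incubation: 10 min post-reagent at room temperature. Technique: light output (luminescence). Read-out basis: luminescence gain marking luciferase activators.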
FLuc inh counter = firefly luciferase enzyme inhibitors, primary screen, artefact control for luciferase-based inhibitor screens, biochemical, luminescence, ATPLite. Luciferin 4-monooxygenase (Photinus pyralis), P08659. 10 min. inhibition, % at 10 µM. 200,000 compounds, 1.5% hits. AID 1006, 2008;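 active means inhibition above about 50% when tested at 10 µM, limit read from the data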
NF-kB expr up = activators of NF-kB expression in neurons, primary screen, cell-based, HTS; human neuronal cells, NF-kB reporter expression; active compounds read high; fold change at 12.5 µM; AID 1239, 2008; 190,000 compounds, 1.6% hits; in the data active means fold change above about 3.3
Diaphorase inh = diaphorase inhibitors and chemical oxidizers, primary screen, counter-screen for diaphorase-coupled primary assays, biochemical, uHTS, resorufin fluorescence; diaphorase resazurin-to-resorufin fluorescence, NADH, 16 min; bacterial (C. kluyveri) enzyme, not human; 190,000 compounds, 0.69% hits; inhibition, % at 20 µM;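 active means primary screen inhibition at 20 µM above a set limit, cut at about 50% in these data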;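 further: plate controls were DMSO with full reaction for no effect and wells lacking NADH for full effect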
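Benchmarks: positive control wells lacking NADH, neutral wells with DMSO only. System: bacterial diaphorase enzyme (C. kluyveri). Input: 0.14 U/mL diaphorase, enzyme working solution. Detection: resorufin fluorescence, excitation 544 nm, emission 590 nm. Times: 16-min room-temperature incubation before reading.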
APP 5'UTR act = activators of APP 5'UTR luciferase reporter, primary screen, SH-SY5Y cells | SH-SY5Y APP 5'UTR luciferase reporter, luminescence; zero percent = DMSO vehicle wells | activation, % at 2 µM | 190,000 compounds, 1% hits;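 active means activation above a set limit, based on mean plus 3 SD of controls, cut at about 140% in these data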; further: values of inactives mirror those of a sister screen read the other way
STAT1 activator = STAT1 signaling activators, primary screen, cell-based, HTS, luciferase reporter | 200,000 compounds, 2.6% hits | AID 932, 2007 | activation (% of control), % at 5.5 µM | NIH 3T3 STAT1-luciferase reporter, IFN-gamma, luminescence; 100% = IFN-gamma alone, no compound;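 active means activation above the screen-wide mean activation plus 3 SD, cut at about 130% in these data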;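 further: raw ratio to IFN-gamma control signal so 100% means no change and 0% no light; values of inactives mirror those of a sister screen read the other way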
TLR4-MyD88 BLA = inhibitors of TLR4-MyD88 association in cells, primary screen, cell-based, HeLa CL3-4, BLA complementation, FRET ratio; 200,000 compounds, 0.18% hits; inhibition, % at 8.4 µM; HeLa CL3-4 TLR4/MyD88 BLA complementation; in the data active means inhibition above about 25%;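 further: 0% = vehicle and 100% = reference inhibitor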
Target sequence (O00206 whole entry, looked up): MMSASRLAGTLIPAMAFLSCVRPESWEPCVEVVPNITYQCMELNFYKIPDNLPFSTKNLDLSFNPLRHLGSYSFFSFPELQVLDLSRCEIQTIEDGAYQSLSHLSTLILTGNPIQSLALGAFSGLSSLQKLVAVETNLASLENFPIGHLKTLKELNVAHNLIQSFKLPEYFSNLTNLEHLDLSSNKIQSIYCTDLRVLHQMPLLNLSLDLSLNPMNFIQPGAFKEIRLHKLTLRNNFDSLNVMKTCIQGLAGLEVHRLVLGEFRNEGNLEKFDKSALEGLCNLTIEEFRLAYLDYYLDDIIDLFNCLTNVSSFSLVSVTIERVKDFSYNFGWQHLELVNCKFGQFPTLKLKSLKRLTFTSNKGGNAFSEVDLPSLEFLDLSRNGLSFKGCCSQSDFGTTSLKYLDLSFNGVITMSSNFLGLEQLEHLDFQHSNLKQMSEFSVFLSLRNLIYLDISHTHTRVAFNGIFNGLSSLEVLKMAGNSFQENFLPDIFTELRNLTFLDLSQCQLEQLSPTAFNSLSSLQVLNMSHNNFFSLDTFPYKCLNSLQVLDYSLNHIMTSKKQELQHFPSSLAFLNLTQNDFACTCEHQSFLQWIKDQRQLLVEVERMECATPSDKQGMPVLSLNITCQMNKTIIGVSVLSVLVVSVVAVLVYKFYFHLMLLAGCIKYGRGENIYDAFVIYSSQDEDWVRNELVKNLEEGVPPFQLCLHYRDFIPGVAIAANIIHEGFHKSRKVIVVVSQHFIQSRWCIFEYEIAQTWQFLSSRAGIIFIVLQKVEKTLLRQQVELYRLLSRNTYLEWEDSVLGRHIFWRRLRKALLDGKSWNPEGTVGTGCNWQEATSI
Target sequence (Q99836 whole entry, looked up): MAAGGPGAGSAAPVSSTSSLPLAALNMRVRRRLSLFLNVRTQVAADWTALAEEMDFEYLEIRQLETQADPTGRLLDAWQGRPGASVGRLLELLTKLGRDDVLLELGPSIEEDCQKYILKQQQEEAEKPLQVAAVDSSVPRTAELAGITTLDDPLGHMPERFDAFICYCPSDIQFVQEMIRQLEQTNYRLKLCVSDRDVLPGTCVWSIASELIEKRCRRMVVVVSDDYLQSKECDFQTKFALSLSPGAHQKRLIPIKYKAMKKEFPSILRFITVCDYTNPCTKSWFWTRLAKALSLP
G6PDH counter = L. mesenteroides G6PDH inhibitors, counter-screen for G6PDH-coupled screening assays, biochemical, Leuconostoc mesenteroides enzyme; glucose-6-phosphate dehydrogenase [Leuconostoc mesenteroides]; Purified L. mesenteroides G6PDH, diaphorase/resazurin coupled fluorescence, 45 min; inhibition, % at 5 µM; 200,000 compounds, 0.12% hits; AID 1020, 2008; in the data active means inhibition above about 50%
APP transl inh = inhibitors of APP translation via 5'UTR reporter, primary screen, APP 5'UTR luciferase, SH-SY5Y cells; AID 1285, 2008; inhibition, % at 2 µM; SH-SY5Y APP 5'UTR-luciferase reporter, luminescence; 190,000 compounds, 0.82% hits;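 active means inhibition above a set limit, derived from the sample mean plus 3 SD, cut at about 45% in these data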; further: values of inactives mirror those of a sister screen read the other way
The depositor's hits bear a star; x = no result given.

SMILES	Diaph act CS	FLuc stim CS	FLuc inh counter	NF-kB expr up	Diaphorase inh	APP 5'UTR act	STAT1 activator	TLR4-MyD88 BLA	G6PDH counter	APP transl inh
CCNC(=O)CN(c1ccc(Br)c(C)c1)S(C)(=O)=O	1	1.1	-9	x	5	-5	114	-5	15	5
Oc1ccc(Br)cc1-c1cc(-c2ccco2)[nH]n1	0.7	1	-2	2	26	14	101	14	10	-14
O=[N+]([O-])c1ccc(N/N=C/c2ccc(OCc3cccc4ccccc34)cc2)nc1	0.9	1.1	-7	0.97	5	45	114	35*	2	-45
CCC(C)(C)NC(=O)C(c1cccc(OC)c1OC)N(CC(C)C)C(=O)CCC(=O)Nc1cc(C)on1 (stereo unspecified)	1	1	-5	1.1	2	2	97	13	8	-2
Cc1ccc(CC2CC(=O)N(c3nc4ccccc4n3C)C2=O)cc1 (stereo unspecified)	0.9	1.1	-7	0.77	9	13	95	-2	-6	-13
COc1cccc(NC(=O)c2nn(C)cc2Br)c1	x	x	x	x	x	20	119	1	x	-20
CCc1cccc(OCC(=O)Nc2ccc(S(=O)(=O)Nc3onc(C)c3C)cc2)c1	0.9	1	0	1.1	5	x	104	-9	2	x
Cc1nnc(SCC2=C(C(=O)O)N3C(=O)C(NC(=O)Cn4ncc(Cl)c4C)C3SC2)s1 (stereo unspecified)	0.9	1	-1	1	10	21	111	2	7	-21
CCc1nc2ccccc2n1CCC(=O)O	1	1.1	-6	1.2	1	-8	103	0	-2	8
CC(=O)c1cn(CC(=O)Nc2ccccc2)c2ccccc12	1	1.1	-6	1.1	4	11	85	-3	-5	-11
COc1ccccc1Sc1ccccc1/C=N/NC(N)=O	1	1.1	-6	1.1	1	-5	93	4	3	5
Cc1cc(C)nc(SCc2ccc(C(=O)N/N=C/c3cccc(O)c3O)cc2)n1	0.5	0.9	7	0.8	47	-62	108	12	-1	62*
Cc1[nH]c(=O)[nH]c(=O)c1S(=O)(=O)N1CCN(c2cccc(Cl)c2)CC1	0.9	1.1	-5	0.99	12	-17	103	1	11	17
CSc1ccccc1NC(=O)CN(C)CC(=O)Nc1cc(C)ccc1C	0.9	1	-1	0.97	6	22	93	11	24	-22
COc1ccc(S(=O)(=O)N2CCCC(C(=O)N3CCOCC3)C2)cc1C (stereo unspecified)	0.8	1	-2	1.1	23	-8	100	0	-4	8
O=C(N/C(=C/c1ccco1)C(=O)N1CCCCC1)c1cccs1	0.8	1.1	-6	1.1	16	-10	102	12	-9	10
O=C(Nc1cccc(-c2nc3ncccc3o2)c1)c1cc2ccccc2o1	0.9	0.8	21	0.48	14	-5	101	-1	-65	5
CCOC(=O)C1=C(Nc2ccc(C)cc2)CC(C)(O)C(C(=O)OCC)C1c1ccccc1 (stereo unspecified)	0.9	1	-4	0.8	8	3	99	-4	5	-3
COc1ccc(Cl)cc1N1C(=O)C2CCCN2C1c1ccc(F)cc1 (stereo unspecified)	1	1	-5	1	1	3	103	-12	-2	-3
Cc1cc(C)c(C)c(OCC(=O)O/N=C(\N)c2ccccn2)c1	0.9	1	-2	1.4	11	x	102	-8	6	x
COC(=O)CSc1nnc(-c2ccc(NS(=O)(=O)c3ccccc3)cc2)o1	0.9	1.1	-8	0.91	13	4	91	-10	13	-4
C=CCO/N=C/C1C(=O)CC(C)(C)CC1=O	0.9	1.1	-6	1.2	8	-13	99	-3	1	13
O=C(O)c1cc(C(=O)O)c(-c2ccccc2)c(C(=O)O)c1	1.1	1	-1	1	-6	2	100	-15	-2	-2
CCN(CC)CCCNC(=O)Cn1cc2c(n1)CCC(C)C2 (stereo unspecified)	1	1.1	-10	1.2	3	2	113	0	21	-2
COc1ccc(-c2cc(C(F)(F)F)n3nc(C(=O)NCc4ccco4)c(Cl)c3n2)cc1	0.8	1	-1	1	22	-12	93	3	9	12

The results go on:
SMILES	Diaph act CS	FLuc stim CS	FLuc inh counter	NF-kB expr up	Diaphorase inh	APP 5'UTR act	STAT1 activator	TLR4-MyD88 BLA	G6PDH counter	APP transl inh
CCOC(=O)C1C(C#N)=C(N)OC(C)=C1c1ccncc1 (stereo unspecified)	0.8	1.1	-9	0.95	22	0	80	-4	1	0
CCOC(=O)Cc1csc(NC(=O)c2cnc3scc(C)n3c2=O)n1	x	x	x	x	x	0	99	-13	x	0
O=C(CCNC(=O)Cn1ccc2ccccc2c1=O)NCCN1CCc2ccccc2C1	0.8	1.1	-5	1.2	22	-20	99	6	-2	20
COCCCNC(=O)CCNS(=O)(=O)c1ccc(C)cc1	0.9	1	-5	0.9	9	-1	97	-7	2	1
CC(NC(=S)Nc1ccccc1)C1COc2ccccc2O1 (stereo unspecified)	1	1.1	-7	0.79	4	-15	112	-5	-10	15
COC(=O)c1ccc(/C=C(\C#N)c2nc3ccccc3s2)cc1	0.8	0.9	9	1	24	9	96	-1	4	-9
CCOC(=O)N1CCN(C(=O)C2CCN(S(=O)(=O)CC)CC2)CC1	0.8	1	-4	1.2	16	-19	104	11	8	19
Fc1ccc(CSc2nnc(CN3CCOCC3)n2-c2ccccc2)c(Cl)c1	0.9	1.1	-8	0.94	12	x	101	6	5	x
C=CCc1ccccc1OCCn1ccnc1	0.9	1.1	-6	1.2	9	27	90	-3	-17	-27
CCn1cc(C(=O)NCc2cccnc2)c2cc(OC)c(OC)cc2c1=O	0.8	1.1	-7	0.83	24	-7	96	6	18	7
CN(C)C(=O)/C(=C\c1cccc(Oc2ccccc2)c1)NC(=O)c1ccccc1	0.8	1	2	1.1	20	1	97	13	4	-1
CCOc1ncccc1C(=O)N1CCN(c2ccc(C(F)(F)F)cn2)CC1	0.9	1.1	-6	1.4	6	-1	82	-2	7	1
O=[N+]([O-])c1ccc(C(O)CNC(=S)Nc2ccccc2)cc1 (stereo unspecified)	0.9	1.1	-9	1.2	14	0	89	-12	2	0
Cc1c(NC(=O)C(CC(=O)O)NCc2ccco2)c(=O)n(-c2ccccc2)n1C (stereo unspecified)	1	1.1	-9	1.1	3	23	101	-5	-6	-24
Cn1nc(C(=O)Oc2cc(=O)n(C)c3ccccc23)c2ccccc2c1=O	1	1.1	-6	1.2	4	4	102	0	4	-4
COc1cc(OC)cc(-c2nnc(SCC(=O)N(Cc3ccccc3)C(C)(C)C)o2)c1	0.7	1.1	-5	0.71	28	-9	94	-2	0	9
CS(=O)(=O)N(CCc1ccccc1)CC(=O)N1CCN(c2ccccc2F)CC1	1.1	1	5	1.2	-11	1	99	12	1	-1
C/C(=N\NC(=O)Cn1cnc2ccccc21)c1cccs1	1	1.1	-7	0.85	-2	-19	102	8	7	19
Cc1nn(-c2nnc(NC3CCCCC3)nn2)c(C)c1Br	0.8	0.8	24	2.8	16	134	164*	2	-2	-134
Cc1ccc(C(C(=O)NC2CCCC2)N2CCCCC2)cc1 (stereo unspecified)	0.9	1	-4	0.92	13	4	101	3	-5	-4
COc1ccc(CCNC(=O)CN2C(=O)C3(OCCCO3)c3ccccc32)cc1OC	0.9	1	0	0.96	9	-9	92	-4	1	9
CCN1CCN(C(=O)/C=C/c2ccc3c(c2)OCO3)CC1	1	1	1	0.92	-1	22	106	15	6	-22
COCCC(=O)Nc1ccc2c(c1)CN(C(=O)CCSC)CC2	0.9	1	-4	1.1	12	0	107	-2	5	0
COc1ccc(-c2nc(N=Nc3ccc(O)cc3)n[nH]2)cc1	1	0.9	13	1.1	3	18	109	-5	7	-18
C=CCOc1c(Cl)cc(CNn2cn[nH]c2=S)cc1OC	1	1	-3	1.1	3	4	100	4	9	-4

Some of these compounds in order of the TLR4-MyD88 BLA value, lowest first:
molecule	TLR4-MyD88 BLA
CC(=O)c1cn(CC(=O)Nc2ccccc2)c2ccccc12	-3
COC(=O)c1ccc(/C=C(\C#N)c2nc3ccccc3s2)cc1	-1
CCN(CC)CCCNC(=O)Cn1cc2c(n1)CCC(C)C2 (stereo unspecified)	0

Looked up one by one from above, three records:
SMILES	Diaph act CS	FLuc stim CS	FLuc inh counter	NF-kB expr up	Diaphorase inh	APP 5'UTR act	STAT1 activator	TLR4-MyD88 BLA	G6PDH counter	APP transl inh
CS(=O)(=O)N(CCc1ccccc1)CC(=O)N1CCN(c2ccccc2F)CC1	1.1	1	5	1.2	-11	1	99	12	1	-1
COc1cc(OC)cc(-c2nnc(SCC(=O)N(Cc3ccccc3)C(C)(C)C)o2)c1	0.7	1.1	-5	0.71	28	-9	94	-2	0	9
Fc1ccc(CSc2nnc(CN3CCOCC3)n2-c2ccccc2)c(Cl)c1	0.9	1.1	-8	0.94	12	x	101	6	5	x

Following part:
SMILES	Diaph act CS	FLuc stim CS	FLuc inh counter	NF-kB expr up	Diaphorase inh	APP 5'UTR act	STAT1 activator	TLR4-MyD88 BLA	G6PDH counter	APP transl inh
NC(=O)c1c(NC(=O)C2COc3ccccc3O2)sc2c1CCN(Cc1ccccc1)C2 (stereo unspecified)	1.1	1	-1	1	-6	7	109	-6	-7	-7
COc1ccc(NC(=O)c2sccc2C)cn1	0.9	0.8	20	1.9	8	23	119	-21	13	-23
CCOC(=O)Cc1cnc(NC(=O)CSc2nc(C)cc(C)n2)s1	0.9	1	-1	1.1	11	14	95	4	8	-14
O=S(=O)(c1cccs1)N1CCC(Cc2ccccc2)CC1	1	1	-3	1	5	-8	107	-3	4	8
O=C(CC1COc2ccccc2O1)NCCc1ccccc1 (stereo unspecified)	1.1	1	0	1.2	-11	1	101	0	10	-1
COc1ccc(-c2cc(C(F)(F)F)nc(SCC(=O)NCc3cccs3)n2)cc1OC	0.9	1	-2	1.3	9	12	96	-7	1	-12
Cc1ccc(/C=N\n2c(-c3ccccc3)n[nH]c2=S)s1	0.8	1.1	-6	1.3	20	4	94	-4	3	-4
O=C(Nc1ccc2nn(-c3ccccc3)nc2c1)c1ccc2c(c1)OCCO2	1	1	-4	1.1	2	-5	100	8	7	5
COCc1cc(=O)[nH]c(/N=C(\N)Nc2ccccc2C)n1	0.9	1	-5	0.92	12	0	95	-8	-1	0
CN(C(=O)c1cccc(C#N)c1)c1nnc(C2CCCO2)s1 (stereo unspecified)	0.8	1	-3	1	20	-3	104	1	18	3
COc1cc(C2Nc3ccc4ncccc4c3C3=C2C(=O)CCC3)cc(OC)c1O (stereo unspecified)	0.6	1.1	-8	1.4	44	-4	98	16	50*	4
O=C(Cc1ccccc1)NN1C(=O)C2C(C1=O)C1C=CC2C12CC2 (stereo unspecified)	1	1.1	-7	1	-1	-9	101	8	-8	9
CSC1=C(C#N)C(c2cccc(Br)c2)CC(=O)N1 (stereo unspecified)	0.9	1.1	-13	0.92	6	-7	96	23	1	7
